Source: PubChem BioAssay
TSG101-PTAP inh: blocks PTAP/TSG101 interaction to inhibit HIV-1 budding; Fluorescence polarization, FITC-PTAP peptide / Tsg101 binding; Potency, µM (titrated, usually from 115 µM), for inactives: at the highest dose activity change, negative = inhibition, hits mostly inhibitors; 340,000 tested, under 10 active; AID 493005; active means well fitted inhibition curve with a large enough effect in the main read-out, with a control signal flat, not every such curve was filed as active; inconclusive means small, poorly fitted or top-dose-only effect, or effect the other way, or a change in a side signal; inactive means no such curve, though single readings can be large or run the other way; further: potency means the concentration at half of the fitted maximal effect; % of control where 0% means no effect
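Tsg101 binding domain (10 uM final) was mixed with compound and a FITC-labeled PTAP peptide (50 nM final) in HEPES pH 7.5 buffer with NaCl, Tween 20, EDTA and TCEP; fluorescence polarization was read after 20 min at r.t.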
uPA surface inh: blocks generation of uPA at the cell surface; cell surface uPA generation assay, qHTS; Potency, µM (doses to about 38.3 µM), without a hit: at the highest dose activity change, negative = inhibition, usual class: inhibitors; hit rate 0.31% among 330,000; AID 540303; active means well fitted inhibition curve with a large enough effect; inconclusive means small, poorly fitted or top-dose-only effect; inactive means no such curve, though single readings can be large or run the other way; tested in mouse RAW 264.7 cells; further: potency means the concentration at half of the fitted maximal effect; on the % scale 0 is the no-effect control and ±100 the full control effect; nearly all actives have a fitted effect of over 55% in size
ELG1 genotoxic: inducers of genotoxicity in HEK293T ELG1-luciferase cells; HEK293T ELG1-luciferase reporter, luminescence, 16 h; Potency, µM (highest dose often 46 µM), without a hit: at the top dose activity change, positive = activation, actives largely listed as activators; hit rate 1.3% among 330,000; AID 504466; further: potency means the concentration at half of the fitted maximal effect; % of control where 0% means no effect; nearly all actives have a fitted effect of over 60% in size
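Quantitative HTS format in 1536-well plates. HEK293T ELG1-luciferase reporter cells receive test compound and are incubated 16 hr at 37 °C, 5% CO2; ONE-Glo added, 30 min room temperature, then luminescence read.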
BRCA1 expr act: activators of BRCA1 expression | Potency, µM (top dose mostly 46.1 µM), inactives show at the top dose activation, actives largely listed as activators | hit rate 1.1% among 380,000 | AID 624202 | MCF7-BRCA1-FFLuc reporter, luminescence, 48 h; response scale: scaled: vehicle 0%, 10 µM genistein 100%; further: potency means the concentration at half of the fitted maximal effect; nearly all actives have a fitted effect of over 80% in size; some results filed as inactive show a strong effect at the top dose
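48 h compound treatment of MCF7-BRCA1-FFLuc cells (phenol-red free MEM, 37 °C), then 15 min with luciferase substrate and luminescence imaging.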
Eya2 inh: inhibitors of human Eya2 phosphatase activity | recombinant Eya2, OMFP fluorescence dephosphorylation (OMFP is methylfluorescein phosphate) | Potency, µM (series often up to 76.9 µM), inactives show at the top dose activity, negative = inhibition, usual class: inhibitors | hit rate 0.006% among 330,000; further: potency means the concentration at half of the fitted maximal effect; on the % scale 0 is the no-effect control and ±100 the full control effect
Target sequence (O00167 whole entry, looked up): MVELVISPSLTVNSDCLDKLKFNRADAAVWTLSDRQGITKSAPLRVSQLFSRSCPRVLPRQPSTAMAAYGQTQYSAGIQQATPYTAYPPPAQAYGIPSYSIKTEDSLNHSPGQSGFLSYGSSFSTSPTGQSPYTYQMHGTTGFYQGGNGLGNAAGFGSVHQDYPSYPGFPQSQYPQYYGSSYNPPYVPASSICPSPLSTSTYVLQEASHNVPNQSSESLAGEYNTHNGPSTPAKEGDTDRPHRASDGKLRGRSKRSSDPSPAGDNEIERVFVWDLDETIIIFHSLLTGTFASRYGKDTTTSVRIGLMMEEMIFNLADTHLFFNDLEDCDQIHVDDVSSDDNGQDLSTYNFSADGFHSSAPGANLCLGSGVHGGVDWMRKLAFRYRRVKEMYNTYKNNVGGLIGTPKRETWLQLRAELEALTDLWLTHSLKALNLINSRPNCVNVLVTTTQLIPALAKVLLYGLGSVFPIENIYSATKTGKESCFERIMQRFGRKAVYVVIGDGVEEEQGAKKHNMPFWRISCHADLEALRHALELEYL
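Eya2 protein (added as 0.2 uM solution) was preincubated with compound for 10 min at ambient temperature in 50 mM HEPES pH 7.5, 50 mM NaCl, 5 uM MgCl2, 0.05% BSA, 1 mM DTT. OMFP (added at 50 uM) then reacted 10 min; fluorescence read at 485/525 nm.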
USP2a inh: blocks human ubiquitin-specific protease USP2a; O75604; USP2 core, Ub-CHOP2 coupled fluorogenic reporter, 485/531; Potency, µM (series often up to 38.3 µM), for the others: at the highest dose activity change, negative = inhibition, hits mostly inhibitors; hit rate 0.01% among 330,000; AID 463254;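 further: potency means the concentration at half of the fitted maximal effect; plate controls were DMSO wells for no effect and full inhibition by NEM control for full effect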
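Cell-free coupled assay: 10nM USP2 core preincubated 30min RT with compound in Tris-HCl pH 8.0/CaCl2/CHAPS buffer, then 25nM Ub-CHOP2 and 25nM reporter substrate; fluorescence (Ex 485/Em 531) read after 60min RT, normalized to NEM inhibition, concentration-response curves fitted.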
p53 reactivation: re-activators of mutant p53; H1299 p53-A138V BP100-luciferase reporter, luminescence, 24 h; Potency, µM (highest dose often 92.2 µM), for the others: at the highest dose activity change, positive = activation, usual class: activators; hit rate 0.063% among 320,000; AID 504706; further: potency means the concentration at half of the fitted maximal effect; % of control where 0% means no effect; nearly all actives have a fitted effect of over 45% in size
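H1299 (p53-null), stable ts p53-A138V + BP100-Luc; 1000 cells/well, Opti-MEM/10% FBS; cpd 4 pt, 1:5; 24 h, 37 deg C, 5% CO2; detection reagent 10 min RT; luminescence.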
B2AR arrestin: beta2AR (human) beta-arrestin recruitment activity. P07550. beta-arrestin recruitment to beta2AR, cell-based reporter. Potency, µM (series often up to 46.1 µM), for inactives: at the highest dose activation, hits mostly activators. hit rate 0.02% among 330,000. AID 492947;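 further: potency means the concentration at half of the fitted maximal effect; 0% = DMSO controls and full agonism = EC100 isoproterenol or metaproterenol; nearly all actives have a fitted effect of over 65% in size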
Target sequence (P07550 whole entry, looked up): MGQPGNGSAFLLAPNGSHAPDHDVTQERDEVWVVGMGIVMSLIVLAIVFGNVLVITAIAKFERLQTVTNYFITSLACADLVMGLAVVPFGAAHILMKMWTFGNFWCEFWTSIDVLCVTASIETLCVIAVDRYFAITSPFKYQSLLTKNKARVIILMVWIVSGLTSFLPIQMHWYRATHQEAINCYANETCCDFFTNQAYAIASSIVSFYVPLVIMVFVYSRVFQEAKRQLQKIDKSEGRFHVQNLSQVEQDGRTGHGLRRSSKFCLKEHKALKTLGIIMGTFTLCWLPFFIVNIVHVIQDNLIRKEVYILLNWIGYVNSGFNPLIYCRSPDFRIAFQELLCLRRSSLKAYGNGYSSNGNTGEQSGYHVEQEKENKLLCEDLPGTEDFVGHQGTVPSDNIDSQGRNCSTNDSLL
TRPV1 agonist: agonists of human vanilloid receptor 1 (TRPV1) | Q8NER1 | TRPV1-expressing cells, Fluo-8 calcium influx, agonist mode | activation, % at 8.33 µM | hit rate 0.19% among 320,000; in the data active means activation above about 80%; inconclusive means between about 30% and that limit; further: 0% is about no effect
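TRPV1-expressing cells were cultured overnight at 35.5C and loaded with Fluo-8 calcium dye for 40 to 90 min at room temperature. After a 10 s baseline, compound was added and calcium influx was read kinetically for 3 min (ex 480/em 520 nm).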
S-ASM inh: blocks human secretory acid sphingomyelinase. P17405. placental ASM, HMU-PC fluorogenic substrate, 60 min. Potency, µM (series often up to 57.5 µM), for the others: at the top dose activity change, negative = inhibition, usual class: inhibitors. hit rate 0.006% among 340,000. AID 504937; further: potency means the concentration at half of the fitted maximal effect
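Human placenta-derived ASM enzyme was preincubated with compound for 10 minutes at room temperature, then given fluorogenic substrate HMU-PC0 (9 uM final) for 60 minutes at 37 °C; a pH 10 stop preceded fluorescence reading at Ex 386/Em 447 nm.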
Integrin act MD: activators of alpha7 integrin expression for muscular dystrophy | Potency, µM (titrated, usually from 38.3 µM), for inactives: at the highest dose activation, actives largely listed as activators | alpha7betagal myoblasts, beta-gal FDG fluorescence, 48 h | hit rate 0.064% among 350,000;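 further: potency means the concentration at half of the fitted maximal effect; 100% = response of the positive control SU9516; nearly all actives have a fitted effect of over 60% in size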
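Alpha7betagal+/- myoblasts (passage 13) were plated 16-24 hr, then exposed to compounds (1:260 dilution of DMSO stock) for 48 hours at 37C. After MPER lysis, β-galactosidase reporter activity was read as FDG fluorescence (ex 480/em 540) after 30 minutes.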
The depositor's hits bear a star; ? = inconclusive; / = no result given; [ ] = dose if it differs, or a comment. Unless noted, the call rests on the fitted dose curve; in most records, active means well fitted curve in the direction sought with a large enough effect; inconclusive means small, poorly fitted or top-dose-only effect, or another doubt; inactive means no such curve, though single readings can be large; an effect the other way counts as inactive or inconclusive.

SMILES	TSG101-PTAP inh	uPA surface inh	ELG1 genotoxic	BRCA1 expr act	Eya2 inh	USP2a inh	p53 reactivation	B2AR arrestin	TRPV1 agonist	S-ASM inh	Integrin act MD
Cc1csc(=O)n1CC(=O)Nc1ccc(C(C)C)cc1	-5%	2%	?	?	6%	-1%	30%	0.0%	-3	-1%	27%
Cc1ccc(O)c(Nc2nc(-c3ccccc3)nc3ccccc23)c1	-10%	3%	-1%	-64%	-3%	0%	/	0.3%	0	6%	3%
O=C(CS(=O)(=O)c1c[nH]c2ccccc12)NC1CCCCC1	-3%	23%	-14%	17%	5%	1%	1%	0.0%	-2	-1%	8%
CN(C)CCO/N=C(\c1ccc(Br)cc1)c1cccnc1	-3%	11%	/	-2%	/	/	/	/	/	7%	?
N#CCc1nc2ccc(S(=O)(=O)N3CCOCC3)cc2s1	-2%	2%	-4%	0%	4%	1%	-4%	0.3%	15	44%[activator]	1%
Cc1nnc(Nc2ccc(F)cc2)c2ccccc12	-1%	0%	5%	23%	9%	-2%	/	-0.9%	0	4%	-1%
CC(C)c1ccc(NC(=O)CCNS(=O)(=O)c2ccc3[nH]c(=O)oc3c2)cc1	0%	-5%	0%	-9%	-16%	3%	-7%	-1.2%	12	-5%	-41%
Cc1ccc(NC(=O)COC(=O)Cc2c(F)cccc2Cl)cc1S(=O)(=O)N1CCOCC1	-2%	-4%	-2%	1%	9%	-3%	8%	3.9%	-2	-4%	-6%
Cc1cccc(CSC2=NCCN2S(=O)(=O)c2ccc(F)cc2)c1	/	16%	-9%	-37%	2%	0%	5%	-1.1%	1	-3%	-35%
COc1ccc(C)cc1NC(=O)CN1CCN(C/C=C/c2ccccc2)CC1	-1%	3%	-14%	-9%	-3%	-10%	-7%	-0.1%	-2	5%	-33%
O=C(NCCCN1CCCC1)Nc1ccccc1[N+](=O)[O-]	-1%	1%	-1%	-6%	-21%	1%	-1%	-0.5%	2	-1%	4%
COc1cccc(COC(=O)CCNC(=O)c2ccc(Br)cc2)c1OC	-4%	8%	2%	-4%	15%	0%	9%	-1.1%	?	-1%	29%
CCCc1cc(=O)[nH]c(SCc2cc(C(=O)OC)c(C)o2)n1	-5%	-4%	2%	-2%	11%	-7%	-1%	-0.5%	-1	-2%	-23%
O=C1c2cccc3cccc(c23)C(=O)N1Cc1ccccc1	-7%	9%	9%	-11%	1%	1%	-2%	-0.1%	4	86%	7%
CCN1CCN(C(=O)C2(NC(=O)Nc3cccc(F)c3)CCCCC2)CC1	-9%	-4%	1%	-32%	3%	0%	11%	0.4%	-1	2%	13%
CCOC(=O)C1CCN(C(=O)COc2cc(C)c(Br)c(C)c2)CC1	0%	8%	0%	15%	7%	4%	-2%	0.1%	14	0%	-19%
C=CCNC(=O)c1onc(CSc2cc(C)cc(C)c2)c1C(=O)NCC=C	/	-3%	-7%	-30%	4%	-11%	-1%	-0.2%	9	-4%	-9%
CCc1cc(=O)oc2c(C)c(OCC(=O)NCCCN3CCCC3=O)ccc12	-4%	8%	11%	30%	-4%	-2%	-11%	-0.8%	-3	1%	16%
Cc1ccc(C(=O)Nc2ccc3c(c2)OCCO3)o1	-2%	?	3.3µM*	?	-4%	4%	18%	0.4%	19	0%	-3%
CN(C)C(CNC(=O)CSC(=S)N1CCCC1)c1ccccc1 (centres undefined)	0%	2%	-4%	1%	-16%	-2%	4%	-0.4%	/	1%	7%
C=CCn1cc(C(=O)N2CCN(c3ccccc3)CC2)c(=O)c2cc(S(=O)(=O)N3CCCC3)ccc21	-1%	-13%	-1%	0%	10%	-9%	5%	0.3%	1	-2%	1%
CS(=O)(=O)N(CC(=O)Nc1ccc2c(c1)OCCO2)Cc1ccccc1	-1%	/	9%	-1%	-22%	7%	-10%	-0.4%	3	0%	-8%
Cc1cc(-n2c(C)cc(C(=O)COc3ccc(Cl)cc3C(N)=O)c2C)no1	-1%	10%	-4%	-20%	-16%	1%	-3%	-0.1%	/	-2%	-16%
O=C(Nc1c2c(nn1-c1ccccc1)CS(=O)(=O)C2)c1ccc2c(c1)OCO2	/	-8%	6%	-7%	3%	0%	-7%	0.1%	4	2%	-12%
Nc1nc(Nc2ccc(Cl)cc2)nc(NCCO)c1[N+](=O)[O-]	2%	-3%	10%	-21%	6%	4%	3%	3.7%	-2	-10%	-3%

The list continues:
SMILES	TSG101-PTAP inh	uPA surface inh	ELG1 genotoxic	BRCA1 expr act	Eya2 inh	USP2a inh	p53 reactivation	B2AR arrestin	TRPV1 agonist	S-ASM inh	Integrin act MD
CC1CCN(Cc2c(C(=O)N/N=C/c3cc(Br)ccc3O)nnn2-c2nonc2N)CC1	3%	3%	0%	-44%	0%	2%	17%	-0.3%	0	-3%	-40%
CC(=O)Nc1ccc(NC(=O)COc2ccc3c(c2)CCC3)cc1	-6%	-2%	5%	2%	13%	2%	1%	-0.1%	26	-2%	?
COc1ccc(C)cc1NC(=O)c1[nH]c(C)c(C(C)=O)c1C	-8%	-1%	14%	-69%	-1%	-11%	1%	-0.3%	0	0%	13%
Cc1cc(NC(=O)NCc2ccccc2)c(=O)n(Cc2ccccc2F)c1	-1%	?	14%	0%	-6%	-1%	/	-0.2%	29	-3%	-15%
O=C(CSc1nc2ccccc2s1)N1c2ccccc2Sc2ccc(C(F)(F)F)cc21	3%	2%	-8%	-46%	12%	-7%	-6%	0.5%	-1	-5%	4%
COc1ccc(-n2ncc3c2CC(C)(C)CC3NC(=O)CCC2=NNC(=O)CC2)cc1 (centres undefined)	-4%	-6%	-2%	-2%	2%	0%	-4%	0.2%	-5	3%	?
Cc1ccc(S(=O)(=O)Nc2ccc3oc(=O)sc3c2)c(C)c1	-5%	-3%	-6%	4%	-34%	-1%	4%	-0.3%	-2	-7%	-34%
Clc1ccc(-c2cn3cccnc3n2)cc1	2%	-8%	16µM*	?	-21%	3%	?	-0.2%	3	269%[activator]	8%
O=C(C[n+]1ccccc1)Nc1nc2ccccc2s1	0%	4%	-2%	19%	-6%	4%	29%	0.2%	4	2%	-6%
CS(=O)(=O)N1CCC(Oc2ccccc2C(=O)NC2CCCCCC2)CC1	0%	4%	-3%	2%	2%	-1%	3%	-0.5%	?	4%	-17%
Cc1ccc(CNc2nc(N)c([N+](=O)[O-])c(NCc3ccccc3)n2)cc1	0%	-2%	0%	1%	-7%	1%	-2%	-1.2%	3	-3%	-12%
CC1CCN(C(=O)C2CCN(S(=O)(=O)c3cccc4nonc34)CC2)CC1	-6%	9%	-2%	-1%	-6%	7%	-4%	-0.1%	6	3%	-16%
Cc1ccc2cc3cc(C(=O)N4CC(C)CC(C)C4)oc3nc2c1 (centres undefined)	1%	-3%	1%	82%	-10%	1%	28%	-0.4%	?	-3%	37%
CCOC(=O)N/N=C/c1c(C)nn(-c2cccc(C(F)(F)F)c2)c1Cl	-1%	-15%	0%	-41%	-6%	-1%	7%	-0.1%	2	-3%	-40%
O=C(C1CCCN1S(=O)(=O)c1cccc2nsnc12)N1CCN(c2ccc(F)cc2)CC1 (centres undefined)	-5%	1%	-5%	10%	1%	-2%	3%	0.3%	0	-1%	1%
COc1ccc2c(c1)sc1nc(-c3ccccc3)cn12	-1%	-8%	?	?	-9%	-1%	-13%	-0.4%	?	-2%	-28%
CC(=O)C(Cc1ccccc1)NC(=O)CN1CCN(Cc2ccccc2)CC1 (centres undefined)	0%	0%	-12%	10%	3%	1%	3%	-0.1%	-2	0%	-6%
CNCC(=O)Nc1c(C)n[nH]c1C	0%	1%	0%	-11%	-1%	4%	-1%	0.1%	-1	0%	15%
Cc1[nH]c2ccccc2c1SCC(=O)NC1CCCCC1	-5%	-3%	-11%	-21%	-8%	1%	-5%	0.1%	1	3%	0%
Cn1c(CNC(=O)CNC(=O)c2ccccc2)cc(=O)n(C)c1=O	-3%	4%	-1%	3%	-16%	11%	-18%	-0.5%	-2	1%	10%
O=C(CN1CCC(n2nnc3ccccc32)CC1)NCc1cccs1	-6%	1%	-1%	8%	6%	4%	1%	0.2%	-2	3%	-6%

Compounds as they come (roughly 2.6% active in at least one column).
